HADH2 inh – blocks human hydroxyacyl-CoA dehydrogenase type II. Q99714. recombinant HADH2, NADH fluorescence, beta-hydroxybutyryl-CoA. Potency, µM (series often up to 57.1 µM), without a hit: top-dose activity change, negative = inhibition, usual class: inhibitors. hit rate 3.4% among 73,000. AID 886; further: potency means the concentration at half of the fitted maximal effect; on the % scale 0 is the no-effect control and ±100 the full control effect; nearly all actives have a fitted effect of over 60% in size; many of its hits are not listed in these tables
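E. coli-expressed His-tagged HADH2 tested at 20 nM in alkaline Tris buffer (pH 9.0); oxidation of 90 uM beta-hydroxybutyryl-CoA with 1 mM NAD+ tracked fluorimetrically for 4 min.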
TexasRed autofl – compound fluoresces in the Texas Red spectral region. Compound fluorescence, Texas Red channel, 547/618 nm; stronger effect = higher value. max dye-equivalent concentration, M. hit rate 0.06% among 59,000. AID 587; in the data active means max dye-equivalent concentration above about 10 nM; inconclusive means between about 1.1 nM and that limit
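Compound titrations in 100 mM Tris pH 8.0 were incubated 15 min at room temperature and read at 547 nm excitation / 618 nm emission. Texas Red six-point standard curve on each plate converted fluorescence to dye-equivalent concentration.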
ERK AVP block – vasopressin-driven ERK pathway inhibition; HEK293-V1b, vasopressin-stimulated pERK AlphaScreen; hit rate 0.99% among 72,000; Potency, µM (doses to about 57.5 µM), inactives show at the highest dose activity, negative = inhibition, hits mostly inhibitors; further: potency means the concentration at half of the fitted maximal effect; on the % scale 0 is the no-effect control and ±100 the full control effect; nearly all actives have a fitted effect of over 55% in size
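Overnight-seeded V1b-HEK293 cells in 1% FBS got compound, then vasopressin (25 nM final, 5 min, 37C), then lysis buffer. AlphaScreen detection of phospho-ERK; activity normalized to basal and full-stimulation controls.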
Rhodamine fluor – rhodamine region autofluorescence | Rhodamine-region fluorescence, 547/598 nm, Tris buffer; stronger effect = higher value | max dye-equivalent concentration, M | hit rate 0.05% among 59,000 | AID 594; in the data active means max dye-equivalent concentration above about 11 nM; inconclusive means between about 1.1 nM and that limit
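A six-point rhodamine series on each plate calibrates the signal. Compounds sit in 100 mM Tris (pH 8.0) for 15 min at ambient temperature before imaging through 547 nm/598 nm filters.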
Hsp90 Hop PPI – changes Hsp90-Hop TPR2A binding signal, up or down; hit rate 0.44% among 71,000; AID 595; AlphaScreen TPR2A-His6 binding biotin-Hsp90 C-terminal peptide; Potency, µM (doses to about 57 µM), for inactives: at the highest dose activity change, negative = inhibition; active means well fitted curve in either direction with a large enough effect; inconclusive means small, poorly fitted or top-dose-only effect, or another doubt; further: potency means the concentration at half of the fitted maximal effect; on the % scale 0 is the no-effect control and ±100 the full control effect; many of its hits are not listed in these tables
DNA Pol III inh – blocks replication by bacterial DNA polymerase III holoenzyme. reconstituted DNA polymerase III holoenzyme replication, biochemical. Potency, µM (top dose mostly 57.1 µM), without a hit: at the top dose activity change, negative = inhibition. hit rate 0.25% among 71,000. AID 603; further: potency means the concentration at half of the fitted maximal effect; on the % scale 0 is the no-effect control and ±100 the full control effect
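Reconstituted *E. coli* holoenzyme (0.35 nM Pol III, 1 nM beta, 154 nM SSB, 2 nM primase) was preincubated with compound for 15 min at RT. Synthesis on 1.4 nM ssM13Gori ran 35 min, then was stopped with PicoGreen/EDTA and read as dsDNA fluorescence.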
HBB splice mod – alters splicing of the hemoglobin beta chain. Potency, µM (series often up to 46.1 µM), inactives show at the top dose activation, usual class: activators. hit rate 0.06% among 65,000. AID 925. HBB splicing reporter cell assay, activation; EGFP reporter with mutant IVS2-654 intron; response scale: normalised to 500 nM splice-correcting PNA; further: potency means the concentration at half of the fitted maximal effect; 0% is about no effect
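HeLa cells stably expressing EGFP interrupted by mutant beta-globin intron 2 (IVS2-654), 500/well in 2% FCS. Treated with compound for 2 days at 37C. Splicing correction scored as total well GFP intensity (488 nm excitation, 500-520 nm emission); 500 nM antisense PNA served as control.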
Luciferase inh – inhibitors of firefly luciferase; Potency, µM (highest dose often 57.1 µM), without a hit: at the highest dose activity change, negative = inhibition, usual class: inhibitors; hit rate 2.2% among 72,000; P08659; AID 411; purified firefly luciferase, luminescence, 8 min; further: potency means the concentration at half of the fitted maximal effect; on the % scale 0 is the no-effect control and ±100 the full control effect; nearly all actives have a fitted effect of over 40% in size
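Here, luciferase activity is measured as luminescence following an 8 min room-temperature reaction at 10 uM ATP, pH 7.2. Every library sample is titrated.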
15-hLO inh – blocks human 15-lipoxygenase activity | Potency, µM (highest dose often 57.1 µM), without a hit: top-dose activity change, negative = inhibition, usual class: inhibitors | AID 887 | hit rate 1.4% among 74,000 | P16050 | purified 15hLO-1, xylenol orange hydroperoxide absorbance; further: potency means the concentration at half of the fitted maximal effect; on the % scale 0 is the no-effect control and ±100 the full control effect; nearly all actives have a fitted effect of over 55% in size
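Hydroperoxide formed from arachidonic acid (50 uM) by purified human 15hLO-1 (40 nM) oxidizes ferrous iron, and the ferric-xylenol orange complex is read at 573 versus 405 nm. Compounds were preincubated 15 min; reaction ran 6 min at room temperature.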
Tau fil binding – binders of human tau filaments; P10636; recombinant tau filaments, thioflavin S fluorescence, 15 h; filaments grown with octadecylsulfate alongside compound; Potency, µM (top dose mostly 57.1 µM), without a hit: at the top dose activity change, negative = inhibition; hit rate 2% among 71,000; AID 596;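 further: potency means the concentration at half of the fitted maximal effect; on the % scale 0 is the no-effect control and ±100 the full control effect; actives lower thioflavin S fluorescence by blocking filaments or displacing dye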
Target sequence (P10636 whole entry, looked up): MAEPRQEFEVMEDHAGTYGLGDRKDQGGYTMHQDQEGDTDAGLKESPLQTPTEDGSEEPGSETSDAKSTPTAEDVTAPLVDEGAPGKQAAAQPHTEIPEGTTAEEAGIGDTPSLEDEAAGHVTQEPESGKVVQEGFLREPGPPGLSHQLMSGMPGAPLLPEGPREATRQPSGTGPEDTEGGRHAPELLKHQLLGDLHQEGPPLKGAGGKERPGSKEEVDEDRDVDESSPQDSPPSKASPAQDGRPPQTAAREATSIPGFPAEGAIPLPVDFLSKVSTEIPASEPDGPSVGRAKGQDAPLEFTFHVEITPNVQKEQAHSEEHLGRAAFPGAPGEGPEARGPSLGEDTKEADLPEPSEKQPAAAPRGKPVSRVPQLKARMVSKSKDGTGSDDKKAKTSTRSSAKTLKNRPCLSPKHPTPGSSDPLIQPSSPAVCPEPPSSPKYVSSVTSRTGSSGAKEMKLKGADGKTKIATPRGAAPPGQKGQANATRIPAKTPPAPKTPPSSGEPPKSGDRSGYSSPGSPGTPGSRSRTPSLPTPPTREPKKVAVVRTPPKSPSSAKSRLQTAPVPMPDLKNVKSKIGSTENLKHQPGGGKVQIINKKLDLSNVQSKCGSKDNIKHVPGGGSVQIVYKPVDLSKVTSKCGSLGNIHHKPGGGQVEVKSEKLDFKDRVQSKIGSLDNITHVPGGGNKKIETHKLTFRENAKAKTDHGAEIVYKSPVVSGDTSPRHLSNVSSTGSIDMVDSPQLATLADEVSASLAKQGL
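Assay mix: 1 uM His-tagged tau, 30 uM sodium octadecylsulfate, thioflavine S dye in HEPES/NaCl/DTT buffer. Compound is added prior to the inducer. Fluorescence after 15 h at 37 C.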
CRE-bla Fsk – modulators of forskolin-stimulated CRE signaling in CHO cells. CHO CRE-bla reporter (cAMP response element driving beta-lactamase), forskolin EC10, beta-lactamase ratio. Potency, µM (doses to about 38.2 µM), inactives show at the highest dose activity change, negative = inhibition, most hits filed as activators. hit rate 2.5% among 71,000. AID 662; active means well fitted activation curve with a large enough effect in the signal ratio, with a control signal flat, not every such curve was filed as active; inconclusive means small, poorly fitted or top-dose-only effect, or effect the other way, or a change in a side signal; the % refers to the signal ratio; further: potency means the concentration at half of the fitted maximal effect; % of control where 0% means no effect
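Modulation of forskolin-driven signalling is measured in CHO cells carrying a CRE-controlled beta-lactamase reporter. Cells are stimulated with EC10 NKH 477 in the presence of titrated compound for 3 h at 37 °C, then loaded with CCF4 for 2 h at room temperature.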
* hit, by the source's call; i = inactive; ? = inconclusive; nt = not tested or not shown; & = joins results of further samples; ! = repeats disagree; [ ] = dose if it differs, or a comment. Unless noted, the call rests on the fitted dose curve; in most records, active means well fitted curve in the direction sought with a large enough effect; inconclusive means small, poorly fitted or top-dose-only effect, or another doubt; inactive means no such curve, though single readings can be large; an effect the other way counts as inactive or inconclusive.

SMILES	HADH2 inh	TexasRed autofl	ERK AVP block	Rhodamine fluor	Hsp90 Hop PPI	DNA Pol III inh	HBB splice mod	Luciferase inh	15-hLO inh	Tau fil binding	CRE-bla Fsk
O=C(O)COC(=O)Cc1ccccc1Nc1c(Cl)cccc1Cl	-9%[25.6 µM]	i	1%[25.7 µM]	i	-3%[26 µM]	-2%[25.6 µM]	2.8%[20.6 µM]	3%[25.5 µM]	10%[25.6 µM]	1%[25.6 µM]	-8%[17.1 µM]
Cc1nnc(NS(=O)(=O)c2ccc(N)cc2)s1	-11%	?	-19%	i	3%	3%	0.9%	1%&-3%[25.5 µM]	-7%	-8%	-3%
Nc1nccs1	?	nt	-10%	nt	-3%	0%	-0.8%	nt	-12%	8%	-6%
O=C1NCC2(CCN(CCc3ccccc3)CC2)O1	0%[25.6 µM]	?	-6%	i	2%[26 µM]	-1%[25.6 µM]	-0.2%[20.6 µM]	9%[25.5 µM]	1%	-6%[25.6 µM]	2%[17.1 µM]
CCN(CC)C[C@@H]1CCCCN1CC(=O)N1c2ccccc2C(=O)Nc2cccnc21	7%	nt	2%	nt	-4%	-3%	nt	2%	-30%[25.6 µM]	-30%	-9%
CCCOc1ccccc1-c1nc2n[nH]nc2c(=O)[nH]1	6%	?	-17%	i	-2%	-1%	-1.0%[20.6 µM]	0%	16µM*!	?	?
NS(=O)(=O)c1cc2c(cc1C(F)(F)F)NC(Cc1ccccc1)NS2(=O)=O (stereo not drawn)	nt	i	-10%	i	nt	nt	nt	1%[25.5 µM]	8%	nt	nt
CC(C)(C)NC[C@H](O)COc1cccc2c1C[C@@H](O)[C@@H](O)C2	3%[25.6 µM]	i	18%[25.7 µM]	i	-5%[26 µM]	-6%[25.6 µM]	1.1%[20.6 µM]	0%[25.5 µM]	6%[25.6 µM]	4%[25.6 µM]	-10%[17.1 µM]
Nc1cc(-c2ccncc2)c[nH]c1=O	?	i	-12%	i	-11%[26 µM]	-6%[25.6 µM]	3.4%[20.6 µM]	-5%[25.5 µM]	13µM*	3%[25.6 µM]	5%[17.1 µM]
CC(=O)N(C[C@@H](O)CO)c1c(I)c(C(=O)NC[C@@H](O)CO)c(I)c(C(=O)NC[C@@H](O)CO)c1I	0%[25.6 µM]	i	-1%[25.7 µM]	i	-4%[26 µM]	6%[25.6 µM]	-0.7%[20.6 µM]	0%[25.5 µM]	15%[25.6 µM]	7%[25.6 µM]	3%[17.1 µM]
c1ccc2c(CC3=NCCN3)cccc2c1	-3%[25.6 µM]	i	9%	i	0%[26 µM]	-8%[25.6 µM]	2.1%[20.6 µM]	0%&4%[25.5 µM]	-16%	6%[25.6 µM]	-6%[17.1 µM]
CC(=O)[C@@H]1CC[C@@H]2[C@@H]3C[C@H](C)C4=CC(=O)CC[C@@]4(C)[C@H]3[C@H](O)C[C@]21C	-8%[25.6 µM]	i	16%[25.7 µM]	i	-2%[26 µM]	2%[25.6 µM]	-0.9%[20.6 µM]	-1%[25.5 µM]	-2%[25.6 µM]	2%[25.6 µM]	-2%[17.1 µM]
COc1ccc(CN(CCN(C)C)c2ccccn2)cc1	15%	i	11%	i	2%	4%	0.2%	2%[25.5 µM]	-3%	0%	?
O=C(Cn1ccnc1[N+](=O)[O-])NCCO	-7%[25.6 µM]	i	19%	i	1%[26 µM]	0%[25.6 µM]	1.6%[20.6 µM]	-3%[25.5 µM]	6%	-18%[25.6 µM]	-3%[17.1 µM]
CC1=NN(c2ccccc2)C(=O)C1	9%&5%	i	-28%&-26%	i	-4%&-9%	-5%&-7%	-0.7%	-7%[25.5 µM]	-20%	?	?
NS(=O)(=O)c1cc2c(cc1C(F)(F)F)N[C@H](Cc1ccccc1)NS2(=O)=O	32%[activator][25.6 µM]	i	2%[25.7 µM]	i	-4%[26 µM]	-6%[25.6 µM]	-0.6%[20.6 µM]	5%[25.5 µM]	14%[25.6 µM]	-7%[25.6 µM]	-4%[17.1 µM]
Nc1c2c(nc3ccccc13)CCC[C@H]2O	16%	i	2%	i	2%	-3%	1.5%	2%	3%	0%	4%
CN1CCC(=C2c3ccccc3CCc3sccc32)CC1	-1%[25.6 µM]	i	-15%	i	-8%[26 µM]	-6%[25.6 µM]	1.6%[20.6 µM]	-3%[25.5 µM]	0%	-29%[25.6 µM]	-11%[17.1 µM]
CN(C)CCCSc1ccccc1NC(=O)/C=C\c1ccccc1	6%	nt	6%	nt	1%	-4%	nt	-10%	-20%[25.6 µM]	?	?
CC(=O)O[C@]1(C(C)=O)CC[C@H]2[C@@H]3C=C(Cl)C4=CC(=O)[C@@H]5C[C@@H]5[C@]4(C)[C@H]3CC[C@@]21C	-6%	nt	7%	nt	-5%	10%	-1.7%	nt	-4%	21%	9%

In a second layout: entries from further up
Compound | HADH2 inh | TexasRed autofl | ERK AVP block | Rhodamine fluor | Hsp90 Hop PPI | DNA Pol III inh | HBB splice mod | Luciferase inh | 15-hLO inh | Tau fil binding | CRE-bla Fsk
CC1=NN(c2ccccc2)C(=O)C1 | 9%&5% | i | -28%&-26% | i | -4%&-9% | -5%&-7% | -0.7% | -7%[25.5 µM] | -20% | ? | ?
NS(=O)(=O)c1cc2c(cc1C(F)(F)F)N[C@H](Cc1ccccc1)NS2(=O)=O | 32%[activator][25.6 µM] | i | 2%[25.7 µM] | i | -4%[26 µM] | -6%[25.6 µM] | -0.6%[20.6 µM] | 5%[25.5 µM] | 14%[25.6 µM] | -7%[25.6 µM] | -4%[17.1 µM]
Nc1c2c(nc3ccccc13)CCC[C@H]2O | 16% | i | 2% | i | 2% | -3% | 1.5% | 2% | 3% | 0% | 4%
CN1CCC(=C2c3ccccc3CCc3sccc32)CC1 | -1%[25.6 µM] | i | -15% | i | -8%[26 µM] | -6%[25.6 µM] | 1.6%[20.6 µM] | -3%[25.5 µM] | 0% | -29%[25.6 µM] | -11%[17.1 µM]
CN(C)CCCSc1ccccc1NC(=O)/C=C\c1ccccc1 | 6% | nt | 6% | nt | 1% | -4% | nt | -10% | -20%[25.6 µM] | ? | ?
CC(=O)O[C@]1(C(C)=O)CC[C@H]2[C@@H]3C=C(Cl)C4=CC(=O)[C@@H]5C[C@@H]5[C@]4(C)[C@H]3CC[C@@]21C | -6% | nt | 7% | nt | -5% | 10% | -1.7% | nt | -4% | 21% | 9%

Not all compounds are listed; count on the stated rates, not on these rows.
